RECQ1 inh: RECQ1 (human) helicase inhibition; RECQ1 DNA unwinding, red fluorescence kinetic read; P46063; 0.54% of 240,000 active; Potency, µM (series often up to 57.3 µM), for the others: at the top dose activity, negative = inhibition, hits mostly inhibitors;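 note: plate controls were vehicle for no effect and no enzyme for full effect; nearly all actives have a fitted effect of over 30% in size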
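RECQ1T1 50 nM; forked duplex (20 bp + 30-nt ss tails) 200 nM, ATP 2 mM final; pH 8.0, 2 mM MgCl2, 2.5 ug/ml poly(dI-dC); 15 min compound preincubation; discontinuous kinetic read over 2 h at RT.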
Luc counter: Kinase-Glo luciferase inhibition (counter-screen) | AID 1379 | 0.28% of 200,000 active | Q27757 | Kinase-Glo luciferase, ATP luminescence, 8 min | Potency, µM (top dose mostly 38.3 µM), inactives show at the highest dose activity change, negative = inhibition, usual class: inhibitors; note: % is set by controls: 0 for no effect and ±100 for the full control effect; nearly all actives have a fitted effect of over 60% in size
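Recombinant Kinase-Glo luciferase, 10 uM ATP (linear range), luciferin; imidazole pH 7.2 / KCl / MgCl2 / Tween / BSA buffer; 8 min RT; luminescence.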
ALDH1A1 inh: inhibitors of human aldehyde dehydrogenase 1A1; P00352; Purified ALDH1A1, NADH fluorescence, propionaldehyde substrate; Potency, µM (top dose mostly 75.3 µM), for inactives: at the top dose activity, negative = inhibition, most hits filed as inhibitors; 7.3% of 220,000 active; AID 1030; active = well fitted inhibition curve with a large enough effect, not every such curve was filed as active; inconclusive = small, poorly fitted or top-dose-only effect, or another doubt; inactive = no such curve, though single readings can be large or run the other way;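 note: plate controls were no enzyme wells and a reference inhibitor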
Target sequence (P00352 whole entry, looked up): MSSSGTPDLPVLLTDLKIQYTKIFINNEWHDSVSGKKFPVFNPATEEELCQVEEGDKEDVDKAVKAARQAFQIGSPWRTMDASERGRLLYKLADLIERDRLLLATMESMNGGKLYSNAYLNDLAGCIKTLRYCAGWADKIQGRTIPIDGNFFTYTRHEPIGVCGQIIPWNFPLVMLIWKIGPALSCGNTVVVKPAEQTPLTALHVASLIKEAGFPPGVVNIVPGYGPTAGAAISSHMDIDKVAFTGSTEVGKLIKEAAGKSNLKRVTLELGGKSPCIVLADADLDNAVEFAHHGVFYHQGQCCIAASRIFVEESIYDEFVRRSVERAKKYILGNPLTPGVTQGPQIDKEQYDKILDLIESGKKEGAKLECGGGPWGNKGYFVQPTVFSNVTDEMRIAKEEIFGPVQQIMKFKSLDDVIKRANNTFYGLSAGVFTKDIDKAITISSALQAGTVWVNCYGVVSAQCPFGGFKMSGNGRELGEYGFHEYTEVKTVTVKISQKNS
JMJD2E inh: blocks human JMJD2E demethylase activity; JMJD2E catalytic domain, FDH-coupled NADH fluorescence (FDH is formaldehyde dehydrogenase); Potency, µM (series often up to 57.1 µM), for inactives: at the highest dose activity change, negative = inhibition, most hits filed as inhibitors; 1.6% of 230,000 active; AID 2147; active = well fitted inhibition curve with a large enough effect, not every such curve was filed as active; inconclusive = small, poorly fitted or top-dose-only effect, or another doubt; inactive = no such curve, though single readings can be large or run the other way;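 note: 0% = wells with enzyme and -100% = buffer wells without enzyme; nearly all actives have a fitted effect of over 50% in size; many of its hits are not listed in these tables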
Target sequence (B2RXH2 1-337 limits assumed): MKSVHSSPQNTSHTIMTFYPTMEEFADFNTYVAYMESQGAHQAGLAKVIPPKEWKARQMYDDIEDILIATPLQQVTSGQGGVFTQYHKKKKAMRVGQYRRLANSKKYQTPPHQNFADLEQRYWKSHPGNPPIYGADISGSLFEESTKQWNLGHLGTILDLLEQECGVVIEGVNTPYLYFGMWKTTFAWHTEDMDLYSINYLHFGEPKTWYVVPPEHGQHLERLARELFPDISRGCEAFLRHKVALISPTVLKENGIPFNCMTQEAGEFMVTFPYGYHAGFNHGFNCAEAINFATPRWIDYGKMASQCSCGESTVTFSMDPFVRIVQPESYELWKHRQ
Tau ThT inhib: inhibitors of human tau fibril formation, thioflavin T binding; P10636; AID 1460; recombinant tau K18 P301L, heparin-induced fibrillization, ThT fluorescence; 2.1% of 270,000 active; Potency, µM (series often up to 57.4 µM), without a hit: top-dose activity, negative = inhibition, most hits filed as inhibitors; note: % is set by controls: 0 for no effect and ±100 for the full control effect; nearly all actives have a fitted effect of over 55% in size
Target sequence (P10636 561-689 P618L limits assumed): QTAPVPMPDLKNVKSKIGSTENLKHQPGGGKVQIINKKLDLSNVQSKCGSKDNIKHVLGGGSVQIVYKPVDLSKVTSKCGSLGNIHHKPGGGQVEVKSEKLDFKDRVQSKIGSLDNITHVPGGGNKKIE
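Fibril formation assay: tau K18 P301L at 15 uM with trace Alexa 594 label, heparin inducer 20 uM, pH 7 sodium acetate buffer, 37 C for 6 hr; endpoint ThT signal.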
LMNA splice mod: LMNA splicing modulation. HeLa LMNA splicing GFP/RFP minigene ratio, 48 h. Potency, µM (doses to about 46.1 µM), inactives show top-dose ratio change, negative = inhibition, hits mostly inhibitors. 0.01% of 200,000 active; active = well fitted inhibition curve with a large enough effect in the signal ratio, with a control signal flat, not every such curve was filed as active; inconclusive = small, poorly fitted or top-dose-only effect, or effect the other way, or a change in a side signal; the % refers to the signal ratio; note: % is set by controls: 0 for no effect and ±100 for the full control effect
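S3 HeLa cells stably expressing lamin A-EGFP splicing minigene plus DsRed2, 600 cells/well, 48 h compound exposure at 37C. Laser-scanning cytometry; analysed as GFP (500-530 nm)/RFP (575-640 nm) total intensity ratio; 0.5% DMSO vehicle.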
SMN2 splice up: SMN2 splice variant enhancement | HEK293 SMN2-luciferase splicing reporter, luminescence, 30-36 h | Potency, µM (titrated, usually from 46.1 µM), inactives show at the highest dose activity change, positive = activation, most hits filed as activators | 2.8% of 210,000 active | AID 1458; note: % of control where 0% means no effect; nearly all actives have a fitted effect of over 55% in size
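qHTS luciferase splicing reporter: luminescence rises when SMN2 exon 7 is included in transfected HEK293 cells. Compound exposure lasted 30-36 h at 37C, with 4.5 mM final sodium butyrate as control, followed by a ONE-Glo read.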
L3MBTL1 block: blocks human L3MBTL1; Q9Y468; AlphaScreen L3MBTL1–H3K9me1 peptide binding; Potency, µM (doses to about 57.1 µM), for the others: at the highest dose activity, negative = inhibition, most hits filed as inhibitors; 0.66% of 230,000 active; note: % is set by controls: 0 for no effect and ±100 for the full control effect; nearly all actives have a fitted effect of over 60% in size
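L3MBTL1 (50 nM) pre-complexed 30 min with biotinylated H3(1-15)K9me1 peptide (75 nM), then compounds added for 30 min at room temperature; AlphaScreen streptavidin donor/nickel chelate acceptor beads (10 ug/mL final) read after 30 min dark incubation.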
The depositor's hits bear a star; i = inactive; ? = inconclusive; . = no result given; & = joins results of further samples; [ ] = dose if it differs, or a comment. Unless noted, calls come from the whole dose curve; as a rule, active = well fitted curve in the direction sought with a large enough effect; inconclusive = small, poorly fitted or top-dose-only effect, or another doubt; inactive = no such curve, though single readings can be large; an effect the other way counts as inactive or inconclusive. Potency is the fitted concentration of half-maximal effect. These rows are one share of the data; rates above refer to the full screens.

SMILES	RECQ1 inh	Luc counter	ALDH1A1 inh	JMJD2E inh	Tau ThT inhib	LMNA splice mod	SMN2 splice up	L3MBTL1 block
N#C/C(=C/c1ccc(N2CCOCC2)o1)c1ccc(Br)cc1	-26.6%	-5.9%	15.8µM*	?	14.1µM*	9.4%	?	-6.2%
COc1ccc2c(c1OC)C(=O)OC2Nn1cncn1 (configuration not stated)	-13.6%	-2.0%	?	?	5.7%	13.5%	6.6%	5.8%
CC(=O)Nc1ccc2ccc3cccc4ccc1c2c34	-6.5%	0.5%	?	?	?	-12.7%	0.7%	7.0%
Cc1ccc(N(C(=O)C(F)(F)F)C(C(=O)NC2CCCCC2)c2ccncc2)cc1C (configuration not stated)	-1.1%	-2.4%	-0.5%	2.8%	-3.0%	-9.5%	0.5%	3.2%
CC(=O)NC(Cc1ccccc1)C(=O)NC1CCN(C(=O)c2ccc([N+](=O)[O-])cc2)CC1 (configuration not stated)	-6.8%	-0.8%	11.1%	-0.6%	-3.3%	3.6%	-0.9%	9.3%
O=S1(=O)CCN(OCc2ccc(F)cc2Cl)CC1	-0.2%	-0.2%	6.3%	4.4%	-0.4%	-9.6%[46 µM]	-0.8%	-11.0%
COc1cc(C=O)ccc1Oc1nc(Nc2ccc(F)cc2F)nc(N2CCOCC2)n1	-14.9%	0.2%	?	-3.0%	-12.0%	-9.1%[46 µM]	-0.6%	5.0%
CCCCCNC(=O)CC1Nc2c3ccccc3nc(=S)n2C1=O (configuration not stated)	17.8%	-1.1%	10.4%	-4.0%	-8.8%	7.5%	-7.1%	.
NC(=O)C1(N2CCCCC2)CCN(C(=O)CSc2nc3ccccc3s2)CC1	-6.7%	0.4%	25.1µM*	-3.2%	-1.8%	-3.1%	.	-5.8%[11.4 µM]
Cc1nc(Nc2nc3ccccc3o2)nc(C)c1C(=O)Nc1ccc(F)cc1	14.2%	-4.9%	4.2%	-4.2%	?	15.2%[46 µM]	.	5.9%
O=C(Cn1nc(-c2ccccc2)ccc1=O)NCCN1CCN(c2cccc(Cl)c2)CC1	-8.9%	-3.6%	4.0%	0.5%	?	-0.2%	-5.5%	.
CC1CC(C)CN(CCCSc2ccccc2)C1 (configuration not stated)	3.6%	-4.1%	23.8µM*	-7.5%	2.0%	6.0%	-3.3%	-15.4%
CCN(CC)S(=O)(=O)c1ccc(/C(O)=C2/C(=O)C(=O)N(CCOC)C2c2ccccc2)cc1 (configuration not stated)	-1.2%	0.3%	-6.5%	6.5%	5.5%	0.9%	0.2%	-1.4%[11.4 µM]
C=CCNC(=S)Nc1ccc(C)cc1[N+](=O)[O-]	i	-2.2%	-10.5%	9.1%	-6.1%	.	19.4%	3.4%[11.4 µM]
CCOC(=O)Cc1nc2cc(Cl)ccc2o1	-15.2%	-3.7%	2.1%	2.8%	-3.8%	.	.	8.2%
O=C(CN1CCN(Cc2ccccc2)CC1)N1CCN(c2ccccc2)CC1	-5.1%	.	.	1.3%	-10.9%	.	.	-0.2%
CCOC(=O)Cn1cc([N+](=O)[O-])c(OC)n1	i	-5.5%	7.1%	6.1%	2.5%	-11.9%	21.2%	.
CCC(c1nnnn1Cc1cccs1)N1CCN(C(=O)c2ccco2)CC1 (configuration not stated)	-4.4%	-2.1%	?	0.1%	3.5%	-6.8%[46 µM]	-0.3%	4.2%
CCOC(=O)N1CCN(c2c(NCCCN(CC)Cc3ccccc3)c(=O)c2=O)CC1	-7.3%	-3.2%	-3.3%	5.5%	-0.8%	?	5.8%	44.2%[activator]
CC(=O)Nc1ccc(S(=O)(=O)NC(CC(=O)NCCc2ccccc2)C(C)C)cc1 (configuration not stated)	-18.2%	-1.9%	-2.0%	12.4%	-9.0%	3.1%	17.0%	.
CCc1noc(C)c1C(=O)N1CCCC1	-1.2%	2.5%	2.5%	10.6%	-9.1%	-9.7%	7.8%	6.4%
CC(=O)Oc1ccc2nc(CN3C(=O)c4ccc([N+](=O)[O-])cc4C3=O)oc(=O)c2c1	-3.6%	12.2%	-5.2%	?	2.3%	.	-34.5%[inhibitor]	.
CCCN1Cc2cccc(C(=O)NCc3ccccc3)c2C1=O	10.8%	-1.3%	?	1.8%	-9.2%	1.9%	-13.5%	5.8%
CCO/C=C1/C(=O)N(Cc2ccccc2)C(=O)c2ccccc21	?	-1.0%	?	?	-11.5%	3.3%	-0.8%	-1.5%
Cc1csc(Sc2ccc(C(=O)OCC(=O)Nc3ccc(F)cc3[N+](=O)[O-])cc2[N+](=O)[O-])n1	-2.0%	2.8%	5.6%	-9.7%	-13.3%	-0.2%	?	-13.4%

As a working copy, part of the list above:
SMILES	RECQ1 inh	Luc counter	ALDH1A1 inh	JMJD2E inh	Tau ThT inhib	LMNA splice mod	SMN2 splice up	L3MBTL1 block
CCC(c1nnnn1Cc1cccs1)N1CCN(C(=O)c2ccco2)CC1 (configuration not stated)	-4.4%	-2.1%	?	0.1%	3.5%	-6.8%[46 µM]	-0.3%	4.2%
CCOC(=O)N1CCN(c2c(NCCCN(CC)Cc3ccccc3)c(=O)c2=O)CC1	-7.3%	-3.2%	-3.3%	5.5%	-0.8%	?	5.8%	44.2%[activator]
CC(=O)Nc1ccc(S(=O)(=O)NC(CC(=O)NCCc2ccccc2)C(C)C)cc1 (configuration not stated)	-18.2%	-1.9%	-2.0%	12.4%	-9.0%	3.1%	17.0%	.
CCc1noc(C)c1C(=O)N1CCCC1	-1.2%	2.5%	2.5%	10.6%	-9.1%	-9.7%	7.8%	6.4%
CC(=O)Oc1ccc2nc(CN3C(=O)c4ccc([N+](=O)[O-])cc4C3=O)oc(=O)c2c1	-3.6%	12.2%	-5.2%	?	2.3%	.	-34.5%[inhibitor]	.
CCCN1Cc2cccc(C(=O)NCc3ccccc3)c2C1=O	10.8%	-1.3%	?	1.8%	-9.2%	1.9%	-13.5%	5.8%
CCO/C=C1/C(=O)N(Cc2ccccc2)C(=O)c2ccccc21	?	-1.0%	?	?	-11.5%	3.3%	-0.8%	-1.5%
Cc1csc(Sc2ccc(C(=O)OCC(=O)Nc3ccc(F)cc3[N+](=O)[O-])cc2[N+](=O)[O-])n1	-2.0%	2.8%	5.6%	-9.7%	-13.3%	-0.2%	?	-13.4%

(cont.)
SMILES	RECQ1 inh	Luc counter	ALDH1A1 inh	JMJD2E inh	Tau ThT inhib	LMNA splice mod	SMN2 splice up	L3MBTL1 block
COc1c2occc2c(OC)c2c(=O)cc(C)oc12	-1.4%	0.3%	0.7%	8.8%	-14.9%&-8.5%	?	-31.4%[inhibitor]	-17.1%
Cc1cccc(C)c1OCCOCCN1CCN(C)CC1	0.6%	-0.3%	?	?	-21.5%	-5.6%	-10.1%	-1.8%
Cc1ccc(CNC(=O)COC(=O)c2cnc(C)cn2)cc1	i	1.0%	5.5%	-3.8%	1.9%	-19.5%[46 µM]	4.4%	4.3%
O=C(CCCOc1ccccc1)Nc1nnc(C2CCCO2)s1 (configuration not stated)	-13.1%	-1.9%	?	-2.6%	-5.0%	-2.4%	-6.5%	-8.8%
Cc1ccc(N(CC(=O)NCc2ccncc2)S(C)(=O)=O)cc1	-12.2%	-0.1%	?	-2.6%	15.0%	-10.2%	-0.2%	21.1%
Cc1cc(C)nc(NS(=O)(=O)c2ccc(N=Cc3c(C)[nH]n(-c4ccccc4)c3=O)cc2)n1	-12.1%	-1.0%	-6.8%	3.6%	-9.2%	-10.4%	-1.3%	-4.6%
CN(Cc1ccccc1)C(=O)c1cc(-c2ccc(Br)cc2)on1	-10.4%	-3.0%	-1.6%	15.3%	-14.2%	?	?	45.7%[activator]
Cc1ccccc1Nc1c(-c2ccc(N3CCOCC3)cc2)nc2ncccn12	-7.6%	2.5%	-1.0%	-11.5%	?	.	-10.5%&-14.7%	.
c1ccc(Cn2nnc3c(N4CCN(Cc5ccc6c(c5)OCO6)CC4)ncnc32)cc1	-5.6%	-4.6%	?	?	-10.1%	?	.	.
Cc1ccc(NC(=O)CCn2cc(C(F)(F)F)ccc2=O)cc1	-5.5%	.	-4.2%	11.6%	-6.4%	.	.	-0.4%
Cc1ccc(NC(NC(=O)OCCn2c([N+](=O)[O-])cnc2C)C(Cl)(Cl)Cl)cc1 (configuration not stated)	-18.3%	-1.9%	-1.6%	-7.2%	0.2%	0.3%	-9.2%	2.3%
Cc1ccc(NS(=O)(=O)c2cccc(C(=O)N3CCOCC3)c2)cc1	i	-1.6%	?	1.6%	5.9%	-1.8%	-11.3%	-3.1%
O=C(Oc1ccccc1N1CCOCC1)c1ccccc1	-2.3%	.	.	8.6%	1.3%	.	.	3.3%
CCOC(=O)/C=C1\SCC(=O)N1CC(=O)NCc1cccc(Cl)c1	-11.6%	0.2%	-5.8%	1.5%	-7.3%	-4.1%	-8.0%	0.2%
COc1ccccc1N/C(N)=N/c1nc(C(F)(F)F)cc(=O)[nH]1	10.4%	5.3%	-9.8%	?	-15.2%	.	-42.1%[inhibitor]	.
CCO[C@@H]1OC(C(=O)Nc2ccccc2)=C[C@H](c2ccccc2)[C@H]1CCCO	i	.	-0.4%	4.7%	-0.7%	.	.	5.5%
Cn1c(=O)c2ncn(CC(=O)NCCOCc3ccccc3Cl)c2n(C)c1=O	-1.1%	-6.0%	-0.8%	1.1%	7.1%	-5.1%	-3.8%	1.8%
CC(=O)Nc1nnc(SCC(=O)N2CCCc3ccccc32)s1	-0.6%	-0.7%	-4.3%	3.4%	-5.2%	15.9%[46 µM]	9.5%	4.7%
NC(=O)CCN1CCN(Cc2cn[nH]c2-c2cccc3ccccc23)CC1	-2.5%	1.9%	8.8%	2.6%	-12.2%	.	.	-0.3%
C/C(CC(=O)NCc1ccc(Cl)cc1)=N\NC(=O)c1ccccc1F	-5.4%	0.2%	?	34.8%[activator]	-8.3%	8.9%[46 µM]	7.9%	.
CC1CC(=O)Nc2ccccc2N1S(=O)(=O)c1cccs1 (configuration not stated)	-5.0%	.	6.7%	0.6%	0.8%	.	.	7.4%

High-throughput results from PubChem BioAssay.
